Screening data from PubChem BioAssay.
ANO1 activ: activators or potentiators of mouse TMEM16A chloride channel; 340,000 tested, 0.3% active; B-score at 10 µM; HEK293 TMEM16A/YFP-H148Q/I152L, iodide quench fluorescence; stronger effect = lower value; Q8BHY3;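 active = fluorescence-ratio B-score plate-corrected deviation score at least 3 library SD below zero, with starting fluorescence score within 5 deviations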;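 also: channel opened by trigger with iodide after compound preincubation; score built on the fluorescence ratio of max minus min over baseline; more negative score means more quench and so TMEM16A activation or potentiation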
Target sequence (Q8BHY3 whole entry, looked up): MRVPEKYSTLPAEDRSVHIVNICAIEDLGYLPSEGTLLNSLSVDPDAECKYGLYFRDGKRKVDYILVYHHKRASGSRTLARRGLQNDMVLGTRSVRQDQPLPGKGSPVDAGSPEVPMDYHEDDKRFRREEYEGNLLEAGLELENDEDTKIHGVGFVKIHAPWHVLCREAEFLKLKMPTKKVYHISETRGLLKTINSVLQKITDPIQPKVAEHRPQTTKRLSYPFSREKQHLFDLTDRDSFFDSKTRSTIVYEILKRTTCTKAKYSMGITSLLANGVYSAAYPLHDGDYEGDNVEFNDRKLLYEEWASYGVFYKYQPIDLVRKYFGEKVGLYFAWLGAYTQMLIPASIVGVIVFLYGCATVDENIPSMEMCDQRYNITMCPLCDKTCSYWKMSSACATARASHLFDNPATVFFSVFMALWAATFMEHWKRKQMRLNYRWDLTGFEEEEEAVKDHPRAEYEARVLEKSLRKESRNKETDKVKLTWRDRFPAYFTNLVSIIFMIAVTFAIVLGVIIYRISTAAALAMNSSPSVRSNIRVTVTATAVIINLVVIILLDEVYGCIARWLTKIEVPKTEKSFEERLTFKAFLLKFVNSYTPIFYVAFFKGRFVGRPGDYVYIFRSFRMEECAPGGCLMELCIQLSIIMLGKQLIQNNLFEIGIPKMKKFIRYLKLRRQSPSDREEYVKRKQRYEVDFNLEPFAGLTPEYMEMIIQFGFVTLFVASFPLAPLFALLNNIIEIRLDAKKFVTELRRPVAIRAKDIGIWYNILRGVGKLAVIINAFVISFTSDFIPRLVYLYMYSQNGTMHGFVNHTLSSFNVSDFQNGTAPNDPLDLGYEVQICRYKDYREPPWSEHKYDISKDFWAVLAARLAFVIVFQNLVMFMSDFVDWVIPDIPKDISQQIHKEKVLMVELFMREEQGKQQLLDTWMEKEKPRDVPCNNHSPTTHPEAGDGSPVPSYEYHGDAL
Calls only; i = inactive. A portion of the library; rates above refer to the full screens.

| Compound | ANO1 activ |
| --- | --- |
| CC(=O)c1ccc(NC(=O)COC(=O)/C=C/c2cccs2)cc1 | i |
| COc1ccc(CCNC(=O)COc2ccc3c(c2)OCO3)cc1 | i |
| COc1cc(C#Cc2ccc3cc(C(C)(C)O)oc(=O)c3c2)cc(OC)c1 | i |
| COc1ccc(CCNC(=O)CSc2nc3scc(-c4ccccc4)c3c(=O)[nH]2)cc1 | i |
| O=C(COc1ccccc1Cl)NNC(=O)c1ccc(-n2cncn2)c([N+](=O)[O-])c1 | i |
| COC(=O)c1c(C)[nH]c(C(=O)C(C)OC(=O)C2CC(=O)N(CCc3ccccc3)C2)c1C (centres undefined) | i |
| N#Cc1ccc(CN2CCN(c3ccc(S(=O)(=O)N4CCCC4)cn3)CC2)cc1 | i |
| CC(C)(C)N(Cc1ccccc1)C(=O)COC(=O)C1CC(=O)N(Cc2ccccc2)C1 (centres undefined) | i |
| COc1cccc2cc(C(=O)OCC(=O)N3CC(C)OC(C)C3)c(=O)oc12 (centres undefined) | i |
| COc1ccc(NC(=O)CN(C)C(=O)CCNC(=O)Nc2ccccc2)cc1 | i |
| CC1CN(C(=O)c2cc(S(=O)(=O)N3CCCCC3)ccc2Cl)CC(C)O1 (centres undefined) | i |
| COc1cccc(NC(=O)CN(C)C(=O)C2CC(=O)N(CCc3ccc(OC)c(OC)c3)C2)c1 (centres undefined) | i |

A section of the results above, for reference:
| Compound | ANO1 activ |
| --- | --- |
| CC(=O)c1ccc(NC(=O)COC(=O)/C=C/c2cccs2)cc1 | i |
| COc1ccc(CCNC(=O)COc2ccc3c(c2)OCO3)cc1 | i |
| COc1cc(C#Cc2ccc3cc(C(C)(C)O)oc(=O)c3c2)cc(OC)c1 | i |
| COc1ccc(CCNC(=O)CSc2nc3scc(-c4ccccc4)c3c(=O)[nH]2)cc1 | i |

(next part)
| Compound | ANO1 activ |
| --- | --- |
| Cc1ccccc1NC(=O)COC(=O)C1=COCCO1 | i |
| NS(=O)(=O)c1cccc(C(=O)OCC(=O)NC2CCCc3ccccc32)c1 (centres undefined) | i |
| COc1ccc(Cl)cc1C=CC=Nc1ccccc1O | i |
| Cc1cc(C)c(C)c(S(=O)(=O)N2CCC(C(=O)N(C)Cc3nc4ccccc4c(=O)[nH]3)CC2)c1C | i |
| CCOc1ccccc1NC(=O)COC(=O)c1cc(C)oc1C | i |
| CCc1nc2ccc(C(=O)N(C)CC(=O)Nc3cccc(F)c3)cc2nc1CC | i |
| CC(=O)NCc1ccc(C(=O)CSc2nnc(C3CC3)n2C2CC2)cc1 | i |
| CCc1ccc(NC(=O)C(C)Sc2ccc(S(=O)(=O)N3CCN(C)CC3)cn2)cc1 (centres undefined) | i |
| COC(=O)c1c(-c2ccc(OC)cc2)sc2ccc(N3CCOCC3)cc12 | i |
| CCn1c(SCC(=O)c2c(N)n(C3CC3)c(=O)[nH]c2=O)nnc1-c1ccoc1C | i |
| O=C1OCCN1C(=O)[C@H]1[C@H](c2ccccc2)C(c2ccc(F)cc2)=NN1c1ccc(Br)cc1 | i |
| COc1ccc(O)c(C(=O)CC(=O)c2ccncc2)c1 | i |

Sorted by molecular weight (smallest number first): part of the list above.
| Compound | ANO1 activ |
| --- | --- |
| COc1ccc(CCNC(=O)COc2ccc3c(c2)OCO3)cc1 | i |
| COc1cc(C#Cc2ccc3cc(C(C)(C)O)oc(=O)c3c2)cc(OC)c1 | i |
| COc1cccc2cc(C(=O)OCC(=O)N3CC(C)OC(C)C3)c(=O)oc12 (centres undefined) | i |
| CCc1ccc(NC(=O)C(C)Sc2ccc(S(=O)(=O)N3CCN(C)CC3)cn2)cc1 (centres undefined) | i |
| COc1cccc(NC(=O)CN(C)C(=O)C2CC(=O)N(CCc3ccc(OC)c(OC)c3)C2)c1 (centres undefined) | i |

The list goes on:
| Compound | ANO1 activ |
| --- | --- |
| Cc1nc(NC(=O)COC(=O)C(C)NC(=O)c2ccccc2)c(Cl)cc1Cl (centres undefined) | i |
| CC1CCC(NC(=O)CN2C(=O)NC3(CCCCCC3)C2=O)CC1 (centres undefined) | i |
| CC(C)N(Cc1nnc(-c2ccc(Cl)cc2)o1)C(=O)c1cc2ccccc2o1 | i |
| Cc1cc(NC(=O)COC(=O)c2ccc(OC(F)(F)F)cc2)no1 | i |
| O=C(OCCc1cc2ccccc2c(=O)o1)c1ccco1 | i |
| COc1ccc(NC(=O)CN(C)C(=O)c2cccc(S(=O)(=O)Nc3ccc(F)cc3)c2)cc1 | i |
| O=C(Nc1cc(C(F)(F)F)ccc1Cl)C1CCN(c2nnc(-n3cccc3)s2)CC1 | i |
| Cc1cccc(NC(=O)CN2CCN(C(=O)C3CCN(C(=O)/C=C/c4ccccc4)CC3)CC2)c1C | i |
| CCOC(=O)/C=c1/s/c(=C\c2c(OC)ccc3ccccc23)c(=O)n1CC(=O)NCC1CCCO1 (centres undefined) | i |
| COc1ccccc1N(C)S(=O)(=O)c1ccc(C(=O)Nc2ccc(C(N)=O)cc2)cc1 | i |
| COc1cc(/C=C/C(=O)OC(C)C(=O)Nc2ccc(Cl)cn2)ccc1OC(F)F (centres undefined) | i |
| CCN(CC(=O)NCc1cccs1)S(=O)(=O)c1cccc(Br)c1 | i |

| Compound | ANO1 activ |
| --- | --- |
| COc1ccc(F)cc1CN1CCN(C(=O)c2ccc(S(=O)(=O)N3CCCCCC3)cc2)CC1 | i |
| Brc1ccccc1-c1ccccc1 | i |
| CCN(CC(=O)NC(=O)NCc1ccccc1)CC(=O)Nc1cc(Cl)ccc1C | i |
| CC(=O)Nc1ccc(NC(=O)COC(=O)CCNS(=O)(=O)c2c(Cl)cccc2Cl)cc1 | i |
| COc1cc(/C=C/C(=O)Nc2ccc(S(=O)(=O)Nc3onc(C)c3C)cc2)cc(OC)c1OC | i |
| CN(C(=O)CN1CCN(c2cnn(-c3ccccc3)c(=O)c2Cl)CC1)C1CCS(=O)(=O)C1 (centres undefined) | i |
| CC(C)c1ccc(S(=O)(=O)N2CCC(C(=O)NCc3ccco3)CC2)cc1 | i |
| C[C@H](CO)N1C[C@H](C)[C@@H](CN(C)Cc2ccc(-c3ccccc3)cc2)Oc2c(NS(=O)(=O)c3ccccc3)cccc2C1=O | i |
| CC(C)(C)n1ncc2c(=O)n(Cc3cc(F)c(Cl)cc3Cl)cnc21 | i |
| Cc1ccc(S(=O)(=O)N2CCN(C(=O)COC(=O)c3ccccc3OC(F)F)CC2)c(C)c1 | i |
| COc1cc(OC)cc(-c2c(C#Cc3ccsc3)c3cc(-c4ccc(OC)cc4F)ccc3n2C)c1 | i |
| C=CCN(C(=O)COC(=O)c1cc[n+]([O-])cc1)c1nc(-c2ccccc2)cs1 | i |

| Compound | ANO1 activ |
| --- | --- |
| O=C(NCC(c1ccco1)N1CCCCC1)c1cc2c(s1)CCCC2 (centres undefined) | i |
| CC(OC(=O)CNC(=O)c1ccc(Cl)c([N+](=O)[O-])c1)C(=O)NC1CCCCC1C (centres undefined) | i |
| CC(=O)Nc1ccc(C(=O)OCC(=O)N(c2ccccc2)C2CCCCC2)cc1 | i |
| COc1ccc(CCNC(=O)c2cccc(S(=O)(=O)N3CCCC3)c2)cc1OC | i |
| [O-]/C(=C(\C(=S)Nc1cccc2ccccc12)[n+]1cccc(CO)c1)c1ccc(Cl)s1 | i |
| Cc1ccc(NC(=O)c2oc3ccccc3c2COC(C)C)cc1S(=O)(=O)N1CCOCC1 | i |
| Cc1nc(C)c(C(=O)OC(C)C(=O)Nc2ccc(F)cc2)s1 (centres undefined) | i |
| O=C(NCCOc1ccccc1)c1ccc2c(c1)S(=O)(=O)c1cc(Cl)ccc1C2=O | i |
| Cc1ccc(CONC(=O)c2cccc(C)c2)cc1 | i |
| Cc1ccccc1NC(=O)Cc1nc(COC(=O)Cc2c(F)cccc2Cl)cs1 | i |
| CCOC(=O)C1=C(COC(=O)/C=C/c2cccc(F)c2)NC(=O)NC1C (centres undefined) | i |
| c1ccc(-c2nnnn2-c2ccccn2)cc1 | i |

Two entries drawn at random from those above, as already listed:
| Compound | ANO1 activ |
| --- | --- |
| Cc1ccc(NC(=O)c2oc3ccccc3c2COC(C)C)cc1S(=O)(=O)N1CCOCC1 | i |
| CC(=O)Nc1ccc(C(=O)OCC(=O)N(c2ccccc2)C2CCCCC2)cc1 | i |

(cont.)
smiles,ANO1 activ
Cc1cc(C)cc(-c2nnc(SCC(=O)Nc3cc(C)on3)o2)c1,i
CCOc1cc(C(=O)N(CC)CC(=O)Nc2ccc3c(c2)OCCO3)ccc1OC,i
N/C(=N/O)c1nc(N2CCCC2)nc(N2CCCC2)n1,i
O=C(Nc1cccc(S(=O)(=O)N2CCOCC2)c1)c1cccc(S(=O)(=O)N2CCCCC2)c1,i
Cc1nc(-c2ccc(F)cc2)c(CC(=O)N(C)CC(=O)Nc2ccc(Cl)c(C(F)(F)F)c2)s1,i
O=C1CSC(=S)N1/N=C/c1ccc(O)c([N+](=O)[O-])c1,i
Cc1ccc(SCCC(=O)OCC(=O)Nc2ccc(C(N)=O)cc2)cc1,i
C#CCOCCOCCOCCNc1nc(N2CCN(C(=O)[C@H]([C@@H](C)CC)n3cc(CCCN=C(N)N)nn3)CC2)nc(N2CCN(C(=O)[C@H]([C@@H](C)CC)n3cc(CCC(=O)O)nn3)CC2)n1,i
COCCN(C(=O)CC1CCCCC1)c1c(N)n(CC(C)C)c(=O)[nH]c1=O,i
O=c1c2cc(F)ccc2sn1-c1ccccc1,i
COc1ccc2ccccc2c1C1NC(=O)c2ccccc2N1 (centres undefined),i
C[C@H]1COC(=O)[C@H](Cc2ccc(F)cc2)C/C=C\C[C@@H](CC(=O)N(CCO)Cc2ccccc2)C(=O)N1,i
O=C(NCC(c1cccs1)N1CCOCC1)c1cccc(S(=O)(=O)Nc2ccc(F)cc2)c1 (centres undefined),i
CCOC(=O)c1ccc(NC(=O)C2CC(=O)N(c3ccc4c(c3)OCCO4)C2)cc1 (centres undefined),i
N[C@@H](Cc1ccc(O)c(O)c1)C(=O)O,i
COc1cc2c(c3ccccc13)CCCC2=O,i
CCOc1ccc(NC(=O)c2ccc(NS(=O)(=O)c3cccc4cccnc34)cc2)cc1,i
CCCCCC(=C/c1ccccc1)/C=N/Nc1ccc(S(=O)(=O)N2CCOCC2)cc1[N+](=O)[O-],i
Cc1ccc(C(=O)NCC(=O)NC2CCC(C)CC2)s1 (centres undefined),i
CCCCCN(C(=O)CCC(=O)OC(C)C(=O)c1ccc(CC)cc1)c1c(N)n(CCCC)c(=O)[nH]c1=O (centres undefined),i
CC1CCCC(NC(=O)CN2CCN(S(=O)(=O)c3cccs3)CC2)C1C (centres undefined),i
COc1ccccc1C(=O)NC(CCSC)C(=O)Nc1ccc(C)c(S(=O)(=O)N2CCOCC2)c1 (centres undefined),i
O=[N+]([O-])c1ccc(Cl)c(S(=O)(=O)/N=C(/Nc2cccnc2)c2ccccc2)c1,i
Cc1ccccc1C#N,i
CC(=O)NCCc1ccc(C(=O)COC(=O)c2cc(C)oc2C)cc1,i

smiles,ANO1 activ
CON(C)S(=O)(=O)c1cccc(C(=O)Nc2ccc(S(=O)(=O)NC3=NCCCCC3)cc2)c1,i
Cc1cccc(Nc2nnc(SCC(=O)c3c(N)n(C4CC4)c(=O)[nH]c3=O)s2)c1C,i
O=c1cc(-c2ccc(O)cc2)oc2c(-c3c(O)cc(O)c4c(=O)cc(-c5ccc(O)cc5)oc34)c(O)cc(O)c12,i
Cc1nc(SCc2nc3ccc(Cl)cc3[nH]2)c2oc3ccccc3c2n1,i
Cc1ccc(S(=O)(=O)N2CCOCC2)cc1C(=O)Nc1ccc(N2CCCCCC2)cc1,i
Cc1ccc(S(=O)(=O)N(C)C)cc1NC(=O)C(C)OC(=O)C1CCC1 (centres undefined),i
O=C(c1ccccc1)c1cccc(C(=O)c2ccccc2)c1,i
CC(NC(=O)COC(=O)C12CC3CC(CC(Br)(C3)C1)C2)c1ccccc1 (centres undefined),i
CCN(c1ccccc1)S(=O)(=O)c1cc(C(=O)OCC(=O)c2c(N)n(C)c(=O)n(C)c2=O)ccc1C,i
Cc1ccc(S(=O)(=O)N2CCCCC2)cc1C(=O)N1CCCCCC1,i
CCc1nnc(NC(=O)CSc2nc3[nH]c(=O)cc(O)c3s2)s1,i
Cc1cc(C)c(C)c(S(=O)(=O)Nc2cccc(S(=O)(=O)Nc3ccccc3C(=O)O)c2)c1C,i
CC1CCN(C(=O)c2ncn(C)c2C(=O)N2CCC(C)CC2)CC1,i
CCC1(c2ccccc2)NC(=O)N(CC(=O)NC2CCCCCC2)C1=O (centres undefined),i
Cc1ccccc1OCCOC(=O)c1ccc(S(=O)(=O)N2CCCC2)cc1,i
O=C(CN1CCCCC1)NC(=O)NC1CCCCC1,i
Cn1c(N)c(C(=O)CSc2nnc(C3CC3)n2-c2ccccc2)c(=O)[nH]c1=O,i
CCN(C(=O)CSc1nnc(C(C)N(C)C)n1-c1ccc(F)cc1)C1CCS(=O)(=O)C1 (centres undefined),i
CCOc1ccccc1NC(=O)COC(=O)Cc1ccsc1,i
CC1CCC(NC(=O)C(C)N2C(=O)C3CCCCC3C2=O)CC1 (centres undefined),i
Cc1nc(CC(=O)NNS(=O)(=O)c2cccc(Cl)c2Cl)cs1,i
CC(=O)NC1CC2CCCC(C1)N2C(=O)Nc1cccc(C)c1 (centres undefined),i
CCN1C[C@@H]2[C@@H]3C(=O)N(Cc4ccccc4)C(=O)[C@@H]3[C@](C)(C1=O)N2C(=O)c1ccc(C(C)(C)C)cc1,i
CCN(CC)S(=O)(=O)c1ccc(N2CCOCC2)c(NC(=O)c2ccco2)c1,i
O=C(COC(=O)CNC(=O)c1ccccc1F)Nc1ccc2c(c1)OCO2,i

smiles,ANO1 activ
O=C1C(Cc2ccccc2)Nc2ncnc(N3CCCCC3)c2N1Cc1ccc(Br)cc1 (centres undefined),i
CC(=O)c1cccc(OCC(=O)N(C)CC(=O)NCc2ccco2)c1,i
COc1cc(C)ccc1OCC(=O)OCC(=O)c1[nH]c(C)c(C(C)=O)c1C,i
Clc1cccc(-c2ccc(-c3nc4ccccn4c3NCc3ccccc3)cc2)c1,i
Cc1noc(C)c1COc1ccccc1C(=O)N(C)Cc1ccco1,i
Cc1cc(Br)ccc1NC(=O)CNC(=O)CN(C)C1CCS(=O)(=O)C1 (centres undefined),i
O=C(COC(=O)Cn1[nH]c(=O)c2ccccc2c1=O)Nc1ncc(Cl)cc1Cl,i
